Compound activity as filed in PubChem.
D1 agonist: human D1 receptor agonism. P21728. activation, % at 2 µM. AID 504660. HEK293 T-REx D1 cells, calcium flux, agonist mode. 360,000 compounds, 1% hits; note: 0% is about no effect
Target sequence (P21728 whole entry, looked up): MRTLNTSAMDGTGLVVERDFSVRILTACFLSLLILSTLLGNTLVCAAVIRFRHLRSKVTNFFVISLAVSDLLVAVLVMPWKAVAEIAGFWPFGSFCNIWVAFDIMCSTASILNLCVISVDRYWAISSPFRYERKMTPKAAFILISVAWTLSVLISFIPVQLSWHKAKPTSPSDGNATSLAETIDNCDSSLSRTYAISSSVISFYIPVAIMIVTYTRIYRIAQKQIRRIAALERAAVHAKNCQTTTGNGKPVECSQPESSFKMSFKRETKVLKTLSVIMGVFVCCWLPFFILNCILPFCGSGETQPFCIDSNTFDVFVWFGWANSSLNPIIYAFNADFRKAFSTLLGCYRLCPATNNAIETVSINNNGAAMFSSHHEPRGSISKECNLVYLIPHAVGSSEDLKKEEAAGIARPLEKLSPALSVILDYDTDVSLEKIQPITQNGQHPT
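Tetracycline-induced HEK293 TREx D1 cells, force-coupled to calcium signalling, were dye-loaded with a no-wash calcium kit. Compound was pin-added after a 10 s baseline. Fluorescence was read kinetically at 1 cycle/s for 180 s, with calcium rises flagged as agonism.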
RXFP1 antag: RXFP1 (human) relaxin receptor antagonism; Q9HBX9; HEK293-RXFP1, relaxin-stimulated cAMP HTRF, 30 min; active compounds read low; activity change, negative = inhibition, % at 57.5 µM; 350,000 compounds, 0.59% hits;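 active = activity change of -60% or lower, but not beyond a set lower limit; inconclusive = change between -60% and -40%, or beyond the set limit; inactive = change above -40%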; note: % is set by controls: 0 for no effect and ±100 for the full control effect
D2 PAM: positively modulates the human D2 dopamine receptor allosterically. P14416. HEK293 T-REx D2, calcium flux, EC20 dopamine potentiation. potentiation, % at 10 µM. 340,000 compounds, 0.34% hits. AID 485347;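 active = potentiation over 3 SD above the plate norm, cut at about 30% in these data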; note: 0% is about no effect
Target sequence (P14416 whole entry, looked up): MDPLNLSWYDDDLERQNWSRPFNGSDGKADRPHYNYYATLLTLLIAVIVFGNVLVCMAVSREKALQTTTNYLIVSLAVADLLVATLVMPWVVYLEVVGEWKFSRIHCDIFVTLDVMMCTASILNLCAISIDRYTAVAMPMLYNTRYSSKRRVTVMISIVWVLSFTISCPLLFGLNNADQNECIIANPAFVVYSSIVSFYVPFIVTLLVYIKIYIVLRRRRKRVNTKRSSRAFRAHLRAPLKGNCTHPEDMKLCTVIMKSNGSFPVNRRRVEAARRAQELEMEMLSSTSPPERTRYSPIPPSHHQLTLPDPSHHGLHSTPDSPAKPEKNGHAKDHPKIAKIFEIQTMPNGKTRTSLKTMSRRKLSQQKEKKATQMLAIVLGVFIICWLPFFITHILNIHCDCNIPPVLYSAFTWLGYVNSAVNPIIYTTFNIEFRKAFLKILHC
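Potentiation of an EC20 dopamine calcium response measured kinetically over 180 s, after a preceding 180 s compound-only read flagging agonists. Cells: inducible Hek293 Trex D2 line, 4000/well, cultured overnight at 30 C before dye loading.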
D1 antag: antagonists of human D1 dopamine receptor; HEK293 TREx D1 cells, calcium flux, dopamine EC80; active compounds read low; activity change, negative = inhibition, % at 10 µM; 360,000 compounds, 3.2% hits; in the data active = activity change below about -30%; note: % is set by controls: 0 for no effect and ±100 for the full control effect
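After overnight tetracycline induction at 30 C, force-coupled D1 HEK293 cells took up a no-wash calcium dye at room temperature. Compounds were added and monitored 180 s, and the response to EC80 dopamine was then recorded.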
TRHR PAM: TRH receptor (human) allosteric enhancement. enhancement, % at 2 µM. TRHR cells, fluo-8 calcium fluorescence, EC20 TRH enhancement. 360,000 compounds, 0.66% hits; in the data active = enhancement above about 30%; note: 0% is about no effect
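Enhancer read-out: after compound pinning and an initial kinetic agonist-mode read, an EC20 of TRH (10 nM final) was injected and fluo-8 calcium signal (Ex 480/Em 530) followed at 1 s/cycle for 100 cycles in TRHR-expressing cells.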
D2 antag: D2 dopamine receptor (human) antagonism; inhibition, % at 10 µM; HEK293 TREx D2 cells, calcium flux, dopamine EC80; 340,000 compounds, 2% hits; in the data active = inhibition above about 30%; note: 0% is about no effect
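Read-out: kinetic calcium fluorescence (1 cycle/s) in inducible HEK293 T-REx D2 cells after an EC80 dopamine addition that followed 180 s compound preincubation. Loss of the dopamine response indicates antagonism.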
TRHR ag: TRH receptor (human) agonism; P34981; activation, % at 2 µM; AID 493084; 360,000 compounds, 0.18% hits; TRHR cells, calcium flux fluo-8, FDSS agonist mode; note: 0% is about no effect
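TRHR-expressing cells loaded with fluo-8 calcium dye; 23 nL library compound pin-transferred, kinetic FDSS fluorescence (Ex 480/Em 530) recorded about 180 s for agonist-induced calcium release, before a 10 nM TRH EC20 addition for potentiator mode.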
D2 ag: agonists of human D2 dopamine receptor; activation, % at 2 µM; AID 485358; 340,000 compounds, 0.53% hits; HEK293 T-REx D2 cells, calcium flux agonist mode;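 active = activation over 3 SD above normal in the single-dose calcium agonist read, cut at about 30% in these data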; note: 0% is about no effect
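Tetracycline-induced HEK293 T-REx cells with force-coupled D2 receptor, plated overnight at 30 C, loaded with no-wash calcium dye. After a 10 s baseline, compound was pin-added and calcium flux read kinetically for 180 s; calcium rises flagged agonists.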
D1 PAM: enhances dopamine response at the human D1 receptor; P21728; 360,000 compounds, 0.036% hits; potentiation, % at 10 µM; HEK293 TREx D1 cells, calcium flux, dopamine EC20 potentiation; in the data active = potentiation above about 30%; note: 0% is about no effect
Active calls of the source: *; ? = inconclusive; . = no result given; & = joins results of further samples; ! = repeats disagree. Cut-off read from the data, not from the text of the source, unless noted: active = activation above about 30%; inactive = the rest.

Start of the listing, in advance, 2 compounds:
SMILES	D1 agonist	RXFP1 antag	D2 PAM	D1 antag	TRHR PAM	D2 antag	TRHR ag	D2 ag	D1 PAM
CCOC(=O)C(C(C)=O)c1c(Br)c(O)c(O)c2c(C(=O)c3ccc(C)cc3)coc12 (centres undefined)	0	11	18	13	-2	3	0.4	0.2	-8
CCOC(=O)c1ccc(NC(=S)N(CCN2CCCCCC2)Cc2ccco2)cc1	3	-2	-14	4	15	22	0.9	2.5	0

This part in full, from the first entry:
SMILES	D1 agonist	RXFP1 antag	D2 PAM	D1 antag	TRHR PAM	D2 antag	TRHR ag	D2 ag	D1 PAM
CCOC(=O)C(C(C)=O)c1c(Br)c(O)c(O)c2c(C(=O)c3ccc(C)cc3)coc12 (centres undefined)	0	11	18	13	-2	3	0.4	0.2	-8
CCOC(=O)c1ccc(NC(=S)N(CCN2CCCCCC2)Cc2ccco2)cc1	3	-2	-14	4	15	22	0.9	2.5	0
COc1cc(NC(=O)c2cc(S(=O)(=O)N3CCc4ccccc43)cn2C)cc(OC)c1OC	3&0	36&-5	13&3	5&-3	3&11	10	0.3&0.3	-0.4&-1.0	-2&-5
CC(OC(=O)CNC(=O)C12CC3CC(CC(C3)C1)C2)C(=O)Nc1ccc(S(N)(=O)=O)cc1 (centres undefined)	0	-22	3	4	0	10	0.2	0.6	-1
COc1ccc(CNC(=O)c2ccc3nccnc3c2)cc1	1	-31	-13	-6	2	-1	0.1	0.4	4
Cc1ccc(NC(=O)CSc2nnc(-c3ccncc3)n2C)cc1C	0	3	.	3	-2	-29	-1.9	1.7	-5
Cc1ccc(C(=O)N/C(=C\c2ccc(-c3ccccc3[N+](=O)[O-])o2)C(=O)NCCCN2CCOCC2)cc1	5	-29	13	4	12	-21	0.5	-5.4	8
C=CCn1c(SCC(=O)Nc2ccc(C(=O)OCC)cc2)nnc1-c1sc(N)nc1C	0	5	0	-17	-2	31*	-0.4	1.0	-5
COc1ccc(C2C(C(=O)N3CCOCC3)=C(C)NC3=C2C(=O)CC(C)(C)C3)c(OC)c1 (centres undefined)	3	25	-4	-2	3	-17	0.8	0.1	-2
CC1=NNC(=O)C1CCC(=O)N/N=C/c1ccccc1 (centres undefined)	1	-5	5	6	5	11	0.0	0.6	-5
Cc1nnc(-c2ccccc2)[nH]c1=O	5	8	-13	15	-7	6	1.8	1.0	-5
C/C(=N\Nc1ccccn1)c1ccc(N2CCOCC2)cc1	2	-10	3	8	-6	6	0.0	1.8	0
O=C1CSC(=Nc2cccc(Cl)c2Cl)N1Cc1cccnc1	4	-5	3	-35*	-8	7	-0.5	0.5	-4
Nc1cc(Nc2ccccc2)c2nonc2c1[N+](=O)[O-]	2	-16	-12	-3	-4	-14	-1.1	0.5	0
CCOc1ccc(N(C(=O)c2cnccn2)C(C(=O)NC2CCCCC2)c2ccc(O)cc2)cc1 (centres undefined)	0	-14	2	-8	-6	-14	0.2	.	-4
Cc1ccc(S(=O)(=O)c2nc(C)c3c(n2)CCC3)cc1	2	-9	-13	-14	2	-1	0.6	0.4	-6
COC(C(=O)Nc1ccnn1C1CCN(Cc2nccs2)CC1)c1ccccc1 (centres undefined)	4	-1	-1	-16	-3	0	0.3	0.6	-5
CC(Nc1ccc(N2CCOCC2)cc1)C(=O)N1c2ccccc2CC1C (centres undefined)	0	4	3	-1	-1	-10	0.0	-2.0	-3
O=C(CSc1nc2ccccc2[nH]1)N1CCN(S(=O)(=O)c2ccc(Cl)cc2)CC1	-1	-10	-1	7	-30	5	-0.1	0.1	-3
O=C(CN1CCN(c2ccc(Cl)cc2)CC1)Nc1ccc(F)cc1F	5	-32	-1	-7	3	.	0.0	7.2	1
O=c1[nH]c(=S)n(-c2cccc(Cl)c2)c(O)c1/C=N/N1CCOCC1	4	5	-6	-5	-2	1	0.8	0.1	-2
[N-]=[N+]=NC[C@H](Cc1ccccc1)N1CCN(Cc2ccccc2)CCC1=O	0	.	-12	-2	-4	-1	-0.4	-1.0	-7
COc1ccc(S(=O)(=O)Nc2ccccc2C(=O)NCc2cccnc2)cc1OC	2	18	9	4	13	0	0.3	0.9	-2
Cc1ccc(C(=O)Oc2ccc(C(=O)COC(=O)C3CC(=O)N(Cc4ccco4)C3)cc2)cc1 (centres undefined)	6	-5	8	-2	-6	6	0.1	-0.6	-6
Cc1cc(NC(=O)CSc2nnc(-c3c[nH]c4ccccc34)n2-c2ccc(Cl)cc2)no1	-2	-2	0	-4	-1	-5	-0.3	0.7	3

Continued.
SMILES	D1 agonist	RXFP1 antag	D2 PAM	D1 antag	TRHR PAM	D2 antag	TRHR ag	D2 ag	D1 PAM
O=C(c1cnccn1)N1CCc2ccccc2C1	1	-11	-1	-6	-6	19	-0.2	0.2	-7
Cn1nc(-c2ccc(Cl)cc2)c2cc(C(=O)N3CCN(c4ccccn4)CC3)sc21	2	.	4	-4	-2	-24	0.8	2.2	-3
COC(=O)N/N=C\c1ccc(OC/C=C/c2ccccc2)c(OC)c1	4	-9	-4	12	3	5	-0.1	5.1	-5
O=C(CCSCc1cccc(Cl)c1)NCCC1=CCCCC1	4	-21	-8	-11	-4	6	0.1	0.5	-4
Cc1ccc(NC(=O)C/C(N)=N/O)cc1C	1	0	-5	-7	15	-5	-1.2	0.2	4
Cc1cccc(NS(=O)(=O)c2cccc(C(=O)NNC(=O)c3ccccc3O)c2)c1	2	-4	13	21	4	-12	-0.2	-1.1	-3
Cc1cccc(C[C@H](C(=O)O)N2C(=O)c3ccc(C(=O)O)cc3C2=O)c1	2	.	.	-32*	-3	.	0.4	.	-4
O=C(O/N=C/c1ccc(Cl)cc1)C1CCCCC1	1	-5	8	-3	-2	-18	0.3	2.4	12
Cc1cc(C)cc(OCC(=O)NNC(=O)c2cc(C)[nH]n2)c1	1	3	-8	13	1	-15	0.1	0.5	0
Cc1ccc(C(=O)O)cc1S(=O)(=O)N1CCOCC1	4	-18	-4	-10	0	-2	0.1	-2.9	1
Cc1ccc(N2C(=O)CC(N3CCN/C3=C3\CC/C(=C\c4ccccc4)C3=O)C2=O)cc1 (centres undefined)	6	2	10	-9	11	9	-0.3	-0.7	-4
COc1ccc(C(C)NC(=O)c2cccc([N+](=O)[O-])c2)cc1OC (centres undefined)	-1	.	-2	-11	-5	4	-1.7	-0.9	-7
Cc1ccc(CNC(=O)C2CCC(CNc3nc(=S)[nH]c4ccccc34)CC2)cc1 (centres undefined)	5	2	5	-5	-1	-9	-1.3	1.7	-4
Cc1cc(C)c(C)c(S(=O)(=O)N2CCN(C(=O)c3ccccn3)CC2)c1C	0	7	2	3	7	22	0.0	0.6	-10
CC(=O)Nc1ccc(-c2csc(NC(=O)Cc3ccccc3F)n2)cc1	2	-3	-16	-1	8	-10	0.4	0.0	0
CN1CCN(c2ccc(S(=O)(=O)N3CCOCC3)cc2NC(=O)CC(C)(C)C)CC1	5	-4	5	-17	5	1	1.6	0.4	-2
CCOc1ccc(CCNC(=O)Cn2c(=O)c3cccn3c3ccc(F)cc32)cc1OCC	1	-19	6	2	0	.	0.2	0.2	-3
Cc1ccc(NC(=O)Nc2nnc(N3CCCC3)s2)cc1C	3	0	3	-13	2	.	1.1	3.8	-5
CCOc1ccccc1NC(=O)c1c(NC(=O)Cc2ccccc2)sc2c1CCCC2	-1	-8	-3	-4	5	.	0.0	0.4	1
COc1ccc(NS(=O)(=O)c2ccc(F)c(Cl)c2)cn1	13	-3	.	1	17	.	8.8	.	.
CCOP(=O)(OCC)C(NC(=O)Nc1cccc(Cl)c1)C(N)=O (centres undefined)	2	7	8	4	5	4	-0.1	0.6	7
O=C(NCC(=O)N1CCN(Cc2ccccc2)CC1)c1ccc(Br)o1	5	0	-3	-5	0	-14	0.0	-0.1	0
COc1cc2cc(C)c(SCC(=O)N3CCOCC3)nc2cc1OC	-1	-3	-4	6	-5	-15	-0.5	-0.2	4
C=CCNCCOc1c(C)cc(C)cc1Cl	2	-18	-22	-1	-1	32*	-0.3	-0.3	-8
COc1ccc(Cc2n[nH]c(=S)o2)cc1	3	8	6	23	7	-7	-0.4	0.4	-3

Five compounds already listed, sorted by heavy-atom count, descending:
SMILES	D1 agonist	RXFP1 antag	D2 PAM	D1 antag	TRHR PAM	D2 antag	TRHR ag	D2 ag	D1 PAM
Cc1cccc(C[C@H](C(=O)O)N2C(=O)c3ccc(C(=O)O)cc3C2=O)c1	2	.	.	-32*	-3	.	0.4	.	-4
COc1cc2cc(C)c(SCC(=O)N3CCOCC3)nc2cc1OC	-1	-3	-4	6	-5	-15	-0.5	-0.2	4
CCOP(=O)(OCC)C(NC(=O)Nc1cccc(Cl)c1)C(N)=O (centres undefined)	2	7	8	4	5	4	-0.1	0.6	7
Cc1cc(C)cc(OCC(=O)NNC(=O)c2cc(C)[nH]n2)c1	1	3	-8	13	1	-15	0.1	0.5	0
Cc1ccc(C(=O)O)cc1S(=O)(=O)N1CCOCC1	4	-18	-4	-10	0	-2	0.1	-2.9	1

More records follow.
SMILES	D1 agonist	RXFP1 antag	D2 PAM	D1 antag	TRHR PAM	D2 antag	TRHR ag	D2 ag	D1 PAM
CCN(CC)c1ccc(NC(=O)c2c(OC)cccc2OC)c(C)c1	-1	-3	-11	12	-3	34*	-0.4	0.6	-8
CC(c1ccccn1)N(CCN(C)C)C(=S)Nc1ccccc1F (centres undefined)	3	-2	-3	6	4	-2	0.1	-0.6	-4
COc1cccc(CNC(=O)C2CCN(S(=O)(=O)c3ccc4c(c3)CCCN4C(C)=O)CC2)c1	0	-12	-6	10	-2	.	-0.2	-0.7	0
COc1cc(C(=O)OCC(=O)N2CCNC2=O)cc(Cl)c1OC	2	2	3	-13	12	2	0.2	0.0	6
CCn1c(SCC(=O)Nc2nc3ccccc3s2)nc2c(c1=O)SC(C)C2 (centres undefined)	8	-10	-3	3	-5	1	-0.1	0.5	-7
COc1cc2c(C(=O)N3CCN(C)CC3)c(CSc3ccccc3)n(C)c2cc1Br	6	-18	-14	0	8	2	0.9	0.7	-5
Cc1ccccc1C(=O)Nc1nnc(-c2cccnc2)o1	4	-16	5	0	0	4	0.2	-0.3	1
CNCc1cc(Br)c(OCC(=O)Nc2ccccc2OC)c(OC)c1	14	-4	8	3	4	-3	2.0	0.6	-4
CC(=O)c1c(C)nc2ccccn12	4	.	10	2	5	-2	0.5	0.7	0
Cc1ccc(CN2CCN(/N=C/c3cc(Br)ccc3F)CC2)cc1	-1	-2	-10	-2	-4	10	0.1	2.8	2
N#C/C(=C\c1ccc(-c2ccc(Cl)c(C(=O)O)c2)o1)c1nc2ccccc2[nH]1	14	-7	-7	10	3	.	26	0.2	0
CN(C(=O)c1cc(COc2c(F)cccc2F)on1)C1CCOC1 (centres undefined)	2	-3	-2	-6	6	-4	0.6	0.2	-1
COC(=O)c1sc(S(=O)(=O)N2CCN(c3ccc(OC)cc3)CC2)c(C(=O)OC)c1C	3&3	10	3&17	-40*!	-1&12	9	-1.6&-0.5	-2.1&-0.1	0&2
COc1cc(OC)cc(C(=O)NCCc2csc3nc(-c4ccccc4F)nn23)c1	-2	-5	14	9	-3	.	-0.5	-0.3	-1
Cc1ccc(-c2nnc(SCC(=O)NCCC(C)C)nc2-c2ccc(C)cc2)cc1	15	?	4	-8	1	.	-0.5	-0.4	-3
